# Screening data: PubChem, several laboratories
# APP transl inh: APP translation inhibition; inhibition, % at 2 µM; 0.82% of 190,000 active; SH-SY5Y APP 5'UTR-luciferase reporter, luminescence;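 active = inhibition above a set limit, derived from the sample mean plus 3 SD, cut at about 45% in these data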; note: values of inactives mirror those of a sister screen read the other way
# STAT3 act: activators of IL-6 induced STAT3 signaling. 0.91% of 190,000 active. activation (% of control), % at 5.6 µM. U3A cells, IL-6 STAT3-luciferase reporter, luminescence; 100% = signal with IL-6 EC80 alone;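 active = activation above the screen-wide mean of compound activation plus 3 SD, cut at about 130% in these data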;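 note: 0% = background luminescence of wells with medium and substrate only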
#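 Detection: reporter luminescence signal / Assay system: STAT1-lacking human U3A cells, STAT3 luciferase reporter / Incubation: compound pre-incubation 1 h before IL-6, then 6 h stimulation at 37 °C / Control set: IL-6-only high control / Read-out: % activation relative to IL-6 control / Probe or stimulus: Interleukin-6, 33 ng/mL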
# STAT1 activator: increases IFN-gamma driven STAT1 reporter signal | NIH 3T3 STAT1-luciferase reporter, luminescence; 100% = IFN-gamma alone, no compound | activation (% of control), % at 5.5 µM | 2.6% of 200,000 active;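 active = activation above the screen-wide mean activation plus 3 SD, cut at about 130% in these data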;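 note: raw ratio to IFN-gamma control signal so 100% means no change and 0% no light; values of inactives mirror those of a sister screen read the other way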
# STAT3 blocker: inhibitors of IL-6 induced STAT3 signaling; U3A cells, IL-6 STAT3-luciferase reporter, luminescence; host cell line lacks STAT1; inhibition, % at 5.5 µM; 0.89% of 190,000 active;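 active = inhibition above the mean inhibition across all screened compounds plus 3 SD, cut at about 44% in these data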;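 note: 0% = DMSO only wells and 100% = 100 µM nifuroxazide control wells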
# STAT1 inh: inhibitors of IFN-gamma induced STAT1 signaling. NIH 3T3 STAT1-luciferase reporter, luminescence. inhibition, % at 5.5 µM. 0.35% of 200,000 active. AID 920;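 active = inhibition above a set limit, the mean inhibition across all tested compounds plus 3 SD, cut at about 34% in these data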;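 note: 0% = IFN-gamma with DMSO and 100% = IFN-gamma with 300 µM nifuroxazide; values of inactives mirror those of a sister screen read the other way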
# Hsp70 activator: switches on Hsp70 transcription; HeLa Hsp70 promoter luciferase reporter, luminescence; scaled: vehicle 0, proteasome-inhibitor control 100%; activation, % at 10 µM; 0.04% of 200,000 active;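 active = activation above the mean across all tested compounds plus 3 SD, cutoff set per campaign, cut at about 5.5% in these data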;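 note: 100% = MG132 at 30 µM as the positive control and 0% = DMSO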
# RAM inhibit: inhibitors of the yeast RAM network | AID 868 | inhibition, % at 50 µM | S. cerevisiae dse1pr::URA3 reporter, 5-FOA growth OD615, 2 d; analog-sensitive cbk1-as2 kinase mutant strain | 1.8% of 190,000 active;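 active = inhibition above a set limit, 3 SD over mean compound inhibition, cut at about 8.4% in these data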;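 note: 0% = DMSO-only wells with no growth and 100% = 10 µM 1-NA-PP1 full growth; inhibition rescues growth on 5-FOA so higher OD means more RAM inhibition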
# FLuc inh counter: counter-screen for luciferase assay inhibitors: firefly luciferase inhibition; ATPLite firefly luciferase biochemical luminescence, 10 min; inhibition, % at 10 µM; 1.5% of 200,000 active;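 active = inhibition above about 50% when tested at 10 µM, limit read from the data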
# Target sequence (P08659 whole entry, looked up): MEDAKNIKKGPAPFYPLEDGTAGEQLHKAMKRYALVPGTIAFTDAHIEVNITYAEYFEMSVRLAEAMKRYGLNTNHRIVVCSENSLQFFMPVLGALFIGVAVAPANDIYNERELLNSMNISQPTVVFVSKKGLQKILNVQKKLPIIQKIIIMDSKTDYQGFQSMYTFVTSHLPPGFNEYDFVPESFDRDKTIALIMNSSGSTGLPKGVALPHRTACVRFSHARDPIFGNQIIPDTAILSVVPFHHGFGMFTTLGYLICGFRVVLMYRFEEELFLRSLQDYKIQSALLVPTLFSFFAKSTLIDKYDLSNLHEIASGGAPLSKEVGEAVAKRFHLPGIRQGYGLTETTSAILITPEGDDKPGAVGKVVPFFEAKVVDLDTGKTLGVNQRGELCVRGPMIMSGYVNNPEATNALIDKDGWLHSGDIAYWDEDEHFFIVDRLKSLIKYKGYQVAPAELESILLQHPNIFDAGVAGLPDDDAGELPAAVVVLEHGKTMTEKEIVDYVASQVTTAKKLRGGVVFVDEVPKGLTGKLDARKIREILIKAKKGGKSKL
# NF-kB expr up: NF-kB expression increase, human neuronal cells | 1.6% of 190,000 active | fold change at 12.5 µM | NF-kB reporter expression; hits give high values; in the data active = fold change above about 3.3
# APP 5'UTR act: activates APP 5'UTR luciferase reporter | SH-SY5Y APP 5'UTR luciferase reporter, luminescence; zero percent = DMSO vehicle wells | activation, % at 2 µM | 1% of 190,000 active;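 active = activation above a set limit, based on mean plus 3 SD of controls, cut at about 140% in these data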; note: values of inactives mirror those of a sister screen read the other way
# Starred values were filed as active, the others as inactive; nt = no result given.
SMILES,APP transl inh,STAT3 act,STAT1 activator,STAT3 blocker,STAT1 inh,Hsp70 activator,RAM inhibit,FLuc inh counter,NF-kB expr up,APP 5'UTR act
Cc1cccc(C(=O)NC(C(=O)Nc2nc(-c3ccccn3)cs2)C(C)C)c1 (configuration not stated),-7,93,94,12,4,-0.2,1.1,-3,0.95,7
CCCOc1ccc(/C(O)=C2/C(=O)C(=O)N(CCN(C)C)C2c2ccc(OC)c(OC)c2)cc1 (configuration not stated),-4,91,100,15,-1,-0.3,0.0,-9,1,4
C/C(CC(=O)Nc1c(C)cc(C)cc1C)=N\NC(=O)c1cnccn1,-20,115,111,-21,-9,0.4,1.4,-8,1.1,20
COc1cc(NS(=O)(=O)c2ccccc2)ccc1-n1nc(C)cc1C,-12,98,101,7,-1,-0.3,7.2,-3,0.97,12
COC(=O)CC1SC(=O)NC1=Nc1ccc(OC)cc1 (configuration not stated),2,113,94,-15,7,-0.1,0.3,-9,1.1,-1
Cc1ccc(S(=O)(=O)N2CCN(C(=O)c3cc4c(C)nn(-c5ccccc5)c4s3)CC2)cc1,nt,101,99,-1,4,-0.3,6.8,-2,0.73,nt
FC(F)(F)c1cc(Cl)c2nnc(C(F)(F)Cl)n2c1,0,106,94,-3,5,-0.2,2.1,-7,1.2,0
COc1ccc(NC(=O)CN2C(=O)CSC(C)C2=O)c(OC)c1 (configuration not stated),-6,101,100,2,0,-0.4,0.4,-1,0.87,6
Cn1nccc1C(=O)N1CCc2c([nH]c3ccccc23)C1c1ccc(F)cc1 (configuration not stated),-1,109,99,-8,-1,0.0,2.2,-1,0.86,1
Cc1nn(CCO)c2nc(-c3cccs3)cc(C(F)(F)F)c12,4,103,106,-3,-7,-0.2,1.4,-4,1.1,-4
CC(C)NC(=O)CSc1nnc(C2CC2)n1-c1ccccc1,7,90,98,16,2,-0.3,0.8,-5,1.2,-7
COc1cccc(Cn2c(=O)c3ccccc3n3nc(C)cc23)c1,0,112,88,-7,11,-0.1,3.6,-3,0.84,0
CCOc1ccc(NC(=O)CN2C(=O)COc3ccc(Cl)cc32)cc1,-6,100,100,5,0,-0.4,4.2,-5,0.98,6
O=C(Nc1ccc(N2CCOCC2)c(Cl)c1)C1CCCCC1,-18,102,113,0,-14,0.0,0.7,3,1.3,18
COc1ccc(OC)c(NC(=O)[C@H]2CC=CC[C@H]2C(=O)O)c1,-1,96,99,8,1,-0.2,1.5,-2,1.2,1
CCCS(=O)(=O)c1ccc(COC(=O)c2ccc(NC(C)=O)cc2)cc1,-10,100,102,7,-4,-0.3,0.6,-1,1.3,10
CC1CCCCN1c1ncnc2ccccc12 (configuration not stated),2,85,75,19,28,-0.2,0.4,-4,0.73,-2
C=CCOc1ccc(/C(CC)=N/O)cc1OC,12,100,102,0,-7,-0.2,1.2,-2,1.8,-12
Cc1ccc(C(=O)N(Nc2nc3ccccc3s2)C(=O)c2ccc(C)cc2)cc1,7,102,98,-4,2,0.0,5.9,0,1.2,-7
O=C1CC(N2CCN(c3ccccn3)CC2)C(=O)N1c1ccc(F)cc1 (configuration not stated),-27,99,106,10,-9,0.1,2.5,1,1.1,27
CC12CCC(C(=O)Nc3cc(Cl)ccc3Cl)(C/C1=N\O)C2(C)C (configuration not stated),-7,96,102,8,-2,-0.2,0.8,-4,1.1,7
O=C(CS(=O)(=O)c1ccccc1)Nc1ccc(N2CCOCC2)cc1,3,98,107,9,-10,-0.3,-0.2,0,1.2,-3
CCn1c(SCC(=O)Nc2cccc(NC(=O)c3cccs3)c2)nnc1-c1ccncc1,3,92,80,14,22,0.1,0.5,-1,0.76,-3
CC(C)(C)Nc1nc(Oc2ccc(=O)n(-c3ccccc3)n2)nc(N2CCOCC2)n1,-5,108,90,-6,11,-0.4,-0.9,-2,1.1,5
Cc1nn(-c2cccc(Cl)c2)c(Cl)c1/C=N/NC(=O)c1cccnc1,-10,94,107,9,-8,-0.5,0.7,-3,0.52,10
Cc1cc(C)c(C#N)c(Cl)n1,-4,88,92,17,9,-0.5,1.6,-1,1.4,4
CN(CC(=O)O/N=C(\N)c1ccc([N+](=O)[O-])cc1)S(=O)(=O)c1ccccc1,24,91,94,17,6,-0.4,4.9,-4,1,-24
CCN1CCCC1CNC(=O)C(=O)NC1CC1 (configuration not stated),-32,105,98,0,2,-0.2,-0.4,5,1.2,32
CCCC1(C(=O)OC)NC(c2ccc(OC)c(OC)c2)C2C(=O)N(c3ccc4c(c3)OCO4)C(=O)C21 (configuration not stated),12,106,107,-6,-8,0.0,0.6,0,1.4,-12
CN(c1ccc(C(=O)NCCSC(C)(C)C)cc1)S(C)(=O)=O,-29,112,123,-12,-25,-0.2,1.8,1,2,29

# Some of the entries so far, with two lines to a compound:
# Results follow in this order: APP transl inh | STAT3 act | STAT1 activator | STAT3 blocker | STAT1 inh | Hsp70 activator | RAM inhibit | FLuc inh counter | NF-kB expr up | APP 5'UTR act
- Cc1cc(C)c(C#N)c(Cl)n1
 : -4 | 88 | 92 | 17 | 9 | -0.5 | 1.6 | -1 | 1.4 | 4
- CN(CC(=O)O/N=C(\N)c1ccc([N+](=O)[O-])cc1)S(=O)(=O)c1ccccc1
 : 24 | 91 | 94 | 17 | 6 | -0.4 | 4.9 | -4 | 1 | -24
- CCN1CCCC1CNC(=O)C(=O)NC1CC1 (configuration not stated)
 : -32 | 105 | 98 | 0 | 2 | -0.2 | -0.4 | 5 | 1.2 | 32

# Next records follow:
SMILES,APP transl inh,STAT3 act,STAT1 activator,STAT3 blocker,STAT1 inh,Hsp70 activator,RAM inhibit,FLuc inh counter,NF-kB expr up,APP 5'UTR act
COc1ccc2[nH]c3nc(SCc4nnc(-c5ccccc5)o4)nnc3c2c1,-4,85,104,27,-5,-0.3,2.5,-4,1.1,4
COc1ccc(/C=C/C(=O)OCc2cc(=O)n3c(n2)sc2ccccc23)cc1,10,100,100,-5,0,-0.5,2.0,-5,1.1,-11
CCCCn1c(-c2csc3ccccc23)n[nH]c1=S,-19,95,100,5,0,-0.1,0.8,-6,0.89,19
COc1ccc(CCNC(=O)C(C)c2ccc([N+](=O)[O-])cc2)cc1 (configuration not stated),-2,104,99,5,2,0.6,1.5,-9,1.1,2
Cc1ccc(NC(=O)CN(C)CC(=O)Nc2cccc(F)c2)cc1S(=O)(=O)N1CCCCCC1,-11,98,98,3,3,-0.4,0.4,-2,0.62,11
CCOC(=O)N1N=C(c2ccc(C)cc2)CC1(O)C(F)(F)F (configuration not stated),nt,82,111,27,-12,-0.1,1.9,54*,2.8,nt
COc1cccc(OCCc2c(C)n[nH]c2C)c1,13,92,94,13,6,-0.4,-1.1,-2,0.87,-13
O=C(NNC1=NS(=O)(=O)c2ccccc21)c1ccc(Cl)cc1,1,92,95,11,3,-0.4,3.2,84*,1.5,-1
O=C(Nc1ccc(Cl)cc1)Nc1nnc(-c2ccncc2)s1,0,93,98,7,3,-0.3,5.8,2,0.97,0
CCn1c(SCC(=O)Nc2ccc(C(=O)OC)cc2)nnc1-c1cccs1,-8,90,92,16,8,-0.2,3.8,-2,1,8
COCCn1c(=O)[nH]c2cc(C(=O)NC(C)C)ccc2c1=O,1,100,102,5,-2,-0.5,1.3,-2,1.1,-1
CCOC(=O)c1c(C)[nH]c(/C(C)=N/O)c1C,4,106,100,0,0,-0.2,3.1,-1,1,-4
CCS(=O)(=O)N1CCN(Cc2ccc([N+](=O)[O-])cc2)CC1,10,101,94,-3,6,0.5,0.0,4,1.1,-11
Nc1cccc(C(=O)Nc2ccc3nc(-c4cccnc4)[nH]c3c2)c1,6,95,101,10,-1,-0.6,1.2,11,0.74,-6
O=C(CSc1nnc(Cc2cccs2)n1CCc1ccccc1)N1CCCc2ccccc21,-14,100,96,4,4,-0.2,1.3,-2,0.43,14
Cc1cc(C)n(CC(O)Cn2ccc3ccccc32)n1 (configuration not stated),20,108,90,-4,11,-0.2,2.1,-1,1,-20
O=C1c2ccccc2NC2CCCCCN12 (configuration not stated),2,99,93,5,7,-0.3,-0.3,2,1.1,-2
COC(=O)c1ccc(C(=O)OC)c(NS(C)(=O)=O)c1,1,103,110,-1,-4,0.2,1.3,-1,1.2,-1
COc1ccc(OC)c(-n2c(Cn3c(-c4ccccn4)nc4ccccc43)n[nH]c2=S)c1,-18,107,101,-3,-4,0.0,3.7,3,1.1,18
Cc1[nH]c2ccccc2c1CC(=O)O,-8,133*,99,-34,1,-0.1,2.5,0,0.88,8
CC(C)n1cc(/C=N/NC(=O)COc2cccc3cccnc23)c2ccccc21,2,101,91,-2,10,-0.2,1.5,12,0.53,-2
CC(OC(=O)Cc1c(F)cccc1Cl)C(=O)NCCC1=CCCCC1 (configuration not stated),-4,101,100,-4,0,0.0,-0.5,0,1,4
COc1ccc(Cc2nnc(N/N=C/c3ccc(C)o3)[nH]c2=O)cc1,5,90,98,14,1,-0.2,3.0,6,1.6,-5
COCCCNC(NC(=O)c1ccc(Br)cc1)C(Cl)(Cl)Cl (configuration not stated),5,98,93,-2,8,-0.5,0.5,-7,1,-5
N#Cc1cccc(NC(=O)CSc2ccccc2)c1,-19,101,100,4,0,0.1,1.7,-2,1.4,19
COC(=O)c1cccc(NC(=O)CSc2nnc(C)n2Cc2ccccc2)c1,-28,99,104,8,-3,-0.2,-0.8,-7,0.89,28
COc1cccc(Nc2nc(CC(C)=O)ns2)c1,-20,99,118,4,-19,0.2,0.5,-1,1.6,20
CC1CCCN(C(=O)C2CCN(CC(C)c3ccccc3)CC2)C1 (configuration not stated),-2,101,102,0,-2,-0.1,0.8,-7,0.89,2
S=C(c1c[nH]c2ccc(Br)cc12)N1CCOCC1,1,90,107,13,-7,-0.4,1.2,-1,1.4,-1
COc1cccc(Cn2c(-c3cccs3)noc2=O)c1,4,99,91,4,10,-0.2,0.2,-6,1.3,-4
COc1ccccc1-c1ccc(/C=C2/C=C(C)OC2=O)o1,-6,99,103,9,-4,0.2,4.3,5,1.8,6
Cc1cccc(N/C(N)=N/c2nc3c(c(=O)[nH]2)CCCC3)c1,2,99,100,8,0,0.8,2.0,-2,0.86,-3
COc1ccccc1NC(=O)N(c1c(N)n(Cc2ccccc2)c(=O)[nH]c1=O)C1CCCC1,4,98,94,10,7,-0.2,0.7,-5,1.2,-4
Cn1c(/N=C/c2c[nH]c3ccccc23)nc2ccccc21,14,116,103,-8,-3,-0.2,1.5,88*,2.5,-14
COC(=O)c1c(NC(=O)/C=C/C(=O)O)sc(C)c1-c1ccc(C)cc1,8,92,90,17,9,-0.4,0.0,-7,1,-9
COC(=O)c1ccc(-c2ccc(/C=N/N3C(=O)C4C5C=CC(CC5)C4C3=O)o2)cc1 (configuration not stated),-58,108,132*,-6,-37,-0.1,0.8,0,1.5,58
O=C(/C=C/c1ccc(F)cc1)NC(Cc1c[nH]c2ccccc12)C(=O)O (configuration not stated),0,101,98,3,1,-0.2,6.8,0,1.2,0
COc1ccccc1N(CC(=O)N/N=C/c1ccc(OCC(=O)NCc2ccco2)cc1)S(=O)(=O)c1ccc(C)cc1,-3,100,84,-2,17,-0.1,-0.3,-4,0.46,3
CCN(CC)S(=O)(=O)c1ccc(Cl)c(NC(=O)COc2ccccc2[N+](=O)[O-])c1,-6,94,96,11,4,-0.1,8.8*,2,0.84,6

# STAT3 act: entries above that show a hit.
Molecule,APP transl inh,STAT3 act,STAT1 activator,STAT1 inh,Hsp70 activator,RAM inhibit,NF-kB expr up,APP 5'UTR act
Cc1[nH]c2ccccc2c1CC(=O)O,-8,133*,99,1,-0.1,2.5,0.88,8
